# Bioassay records (PubChem BioAssay)
# Giardia kill: Giardia lamblia killing | activity change, % at 7.66 µM, hits read low | actives 0.15% (n = 340,000) | Giardia lamblia trophozoite viability; in the data active = activity change below about -80%; inconclusive = between about -30% and that limit;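 also: parasites exposed to compound for two days anaerobically before the ATP read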
#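 Trophozoites 100 cells/well + cpd; 48 hrs, 37 deg C, anaerobic. ATPLite 1-Step added, 15-30 min RT, luminescence read (ATP-based viability).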
# KCNH2 WT inh: KCNH2 (human, wildtype) channel inhibition; U2OS, BacMam KCNH2, thallium flux FluxOr; hits give low values; activity change, % at 1.84 µM; actives 0.37% (n = 340,000); Q12809;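 active = maximum activity change below -70%; inconclusive = maximum activity change between -70% and -50%; inactive = maximum activity change above -50%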
#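 U2OS cells transduced with wild-type KCNH2 virus are loaded with FluxOr dye for 45 min, and thallium flux is measured in kinetic reads before and after stimulation buffer. Rate constants are normalized to DMSO controls.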
# Eya2 inh: Eya2 (human) phosphatase inhibition; AID 488837; recombinant Eya2, OMFP fluorescence dephosphorylation (OMFP is methylfluorescein phosphate); Potency, µM (titrated, usually from 76.9 µM), without a hit: top-dose activity, negative = inhibition, most hits filed as inhibitors; actives 0.006% (n = 330,000); also: potency is read from the fitted curve at half-maximal effect
#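 Eya2 (0.2 uM) preincubated 10 min at ambient with compound, then OMFP substrate added at 50 uM; 10 min reaction in 50 mM HEPES pH 7.5, 50 mM NaCl, 5 uM MgCl2, 0.05% BSA, 1 mM DTT. Fluorescence read at Ex 485/Em 525 nm.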
# GALK inhibitor: blocks human galactokinase activity. P51570. Purified GALK, Kinase-Glo residual ATP luminescence. Potency, µM (doses to about 57.5 µM), inactives show at the highest dose activity change, negative = inhibition, most hits filed as inhibitors. actives 0.007% (n = 270,000). AID 1868; also: potency is read from the fitted curve at half-maximal effect
# Target sequence (P51570 whole entry, looked up): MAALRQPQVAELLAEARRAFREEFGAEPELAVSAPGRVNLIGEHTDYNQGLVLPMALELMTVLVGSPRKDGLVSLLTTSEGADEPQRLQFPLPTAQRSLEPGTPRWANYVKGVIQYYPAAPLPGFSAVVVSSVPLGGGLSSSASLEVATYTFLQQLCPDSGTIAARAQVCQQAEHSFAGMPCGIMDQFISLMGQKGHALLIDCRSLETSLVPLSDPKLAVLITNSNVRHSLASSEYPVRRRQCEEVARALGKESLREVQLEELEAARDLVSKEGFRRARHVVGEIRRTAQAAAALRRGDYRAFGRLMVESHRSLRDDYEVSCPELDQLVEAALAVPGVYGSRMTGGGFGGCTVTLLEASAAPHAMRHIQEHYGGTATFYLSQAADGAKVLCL
#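 Human GALK (5 nM) with 35 uM ATP and 100 uM galactose in 20 mM HEPES pH 8.0, 5 mM MgCl2, 60 mM NaCl, 1 mM DTT, 0.01% BSA. After 1 h at room temperature, leftover ATP was read by Kinase-Glo Plus luminescence.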
# FBPA coupling cs: coupling enzyme interference in Giardia aldolase counter-screen; coupling enzyme system counterscreen, AmpLite Red fluorescence; actives 0.67% (n = 290,000); AID 2472; activity change, negative = inhibition, % at 58.2 µM, hits read low; in the data active = activity change below about -30%
#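 First, compound is pin-transferred into glyceraldehyde-3-phosphate coupling-enzyme reagent at 57.5 uM final and held 10 min at RT. Next, substrate, coupling system and AmpLite Red are added. After 20 min RT, fluorescence (525/598 nm) is read.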
# uPA surface inh: inhibitors of cell surface uPA generation; cell surface uPA generation assay, qHTS; Potency, µM (titrated, usually from 38.3 µM), inactives show at the highest dose activity change, negative = inhibition, hits mostly inhibitors; actives 0.31% (n = 330,000); AID 540303; active = well fitted inhibition curve with a large enough effect; inconclusive = small, poorly fitted or top-dose-only effect; inactive = no such curve, though single readings can be large or run the other way; tested in mouse RAW 264.7 cells; also: potency is read from the fitted curve at half-maximal effect; nearly all actives have a fitted effect of over 55% in size
# USP2a inh: blocks human ubiquitin-specific protease USP2a; O75604; USP2 core, Ub-CHOP2 coupled fluorogenic reporter, 485/531; Potency, µM (highest dose often 38.3 µM), for the others: top-dose activity change, negative = inhibition, actives largely listed as inhibitors; actives 0.01% (n = 330,000); AID 463254;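 also: potency is read from the fitted curve at half-maximal effect; plate controls were DMSO wells for no effect and full inhibition by NEM control for full effect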
# Target sequence (O75604 whole entry, looked up): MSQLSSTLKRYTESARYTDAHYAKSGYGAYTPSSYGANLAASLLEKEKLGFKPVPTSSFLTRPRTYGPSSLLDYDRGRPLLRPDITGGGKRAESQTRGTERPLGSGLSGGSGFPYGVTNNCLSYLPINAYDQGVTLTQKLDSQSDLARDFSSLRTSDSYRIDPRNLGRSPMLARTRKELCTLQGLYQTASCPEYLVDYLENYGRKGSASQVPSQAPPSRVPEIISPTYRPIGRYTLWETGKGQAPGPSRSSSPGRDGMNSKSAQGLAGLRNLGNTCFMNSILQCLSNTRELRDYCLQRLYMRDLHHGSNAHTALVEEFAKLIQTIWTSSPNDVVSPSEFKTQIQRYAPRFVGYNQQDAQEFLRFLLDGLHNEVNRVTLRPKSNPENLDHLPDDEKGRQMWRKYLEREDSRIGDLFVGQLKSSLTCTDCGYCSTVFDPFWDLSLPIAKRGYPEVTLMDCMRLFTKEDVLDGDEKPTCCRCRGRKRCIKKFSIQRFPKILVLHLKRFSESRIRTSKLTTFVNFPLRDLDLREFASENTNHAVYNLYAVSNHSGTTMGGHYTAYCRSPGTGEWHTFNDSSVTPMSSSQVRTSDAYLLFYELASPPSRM
#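 Cell-free coupled assay: 10nM USP2 core preincubated 30min RT with compound in Tris-HCl pH 8.0/CaCl2/CHAPS buffer, then 25nM Ub-CHOP2 and 25nM reporter substrate; fluorescence (Ex 485/Em 531) read after 60min RT, normalized to NEM inhibition, concentration-response curves fitted.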
# BCR signal inh: blocks chronic active B-cell receptor signaling | AID 493014 | Potency, µM (highest dose often 46.1 µM), inactives show top-dose ratio change, negative = lower green/red ratio, most hits filed as inhibitors | actives 0.05% (n = 340,000) | ABC-DLBCL IkBa-CBG/CBR reporter, luminescence ratio, 4 h; active = well fitted inhibition curve with a large enough effect in the signal ratio, with a control signal flat, not every such curve was filed as active; inconclusive = small, poorly fitted or top-dose-only effect, or effect the other way, or a change in a side signal; the % refers to the signal ratio;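 also: potency is read from the fitted curve at half-maximal effect; plate controls were basal doxycycline-induced cells for no effect and cells given 10 µM MG132 for full effect; MG132 reads +100%, hits lower the ratio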
#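 TMD8 human ABC-DLBCL cells with doxycycline-inducible IκBα–green luciferase fusion and unfused red luciferase, in 0.5% FBS medium; compounds up to 46 uM, 4 h at 37C. Green/red luminescence ratio, filter-overlap corrected, fitted to concentration-response curves.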
# PKM2 activator: PKM2 (human) enzyme activation. P14618. purified PKM2, Kinase-Glo ATP luminescence, activation; response scale: 0% is enzyme alone, no compound. Potency, µM (series often up to 57.5 µM), inactives show at the top dose activation, most hits filed as activators. actives 0.34% (n = 260,000); also: potency is read from the fitted curve at half-maximal effect; nearly all actives have a fitted effect of over 55% in size
#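 Kinase-Glo luminescence reports ATP generated from ADP (0.1 mM) and PEP (0.5 mM) by purified hPK-M2 after 1 h at room temperature, pH 7.2 imidazole buffer; intermediate enzyme activity allows detecting inhibitors and activators.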
# B2AR arrestin: beta2AR (human) beta-arrestin recruitment activity; P07550; beta-arrestin recruitment to beta2AR, cell-based reporter; Potency, µM (highest dose often 46.1 µM), for the others: top-dose activation, most hits filed as activators; actives 0.02% (n = 330,000); AID 492947;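 also: potency is read from the fitted curve at half-maximal effect; 0% = DMSO controls and full agonism = EC100 isoproterenol or metaproterenol; nearly all actives have a fitted effect of over 65% in size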
# KCNH2 3.1 block: inhibitors of human KCNH2 3.1 potassium channel isoform | U2OS KCNH2 3.1, thallium flux FluxOr; hits give low values | activity change, % (tested at about 1.8 µM) | actives 0.95% (n = 340,000) | AID 720553;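 active = maximum activity change below -70%; inconclusive = maximum activity change from -70% to -50%; inactive = maximum activity change above -50%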;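 also: thallium influx rate constant from kinetic fluorescence after stimulation buffer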
#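 U2OS cells transduced with KCNH2 3.1 mutant virus (1.77 x 10^8 /mL, 4 h), plated overnight at 37 C, loaded 45 min with FluxOr dye plus Red40 quencher. Thallium flux rate constant from kinetic reads after stimulation buffer, normalised to controls.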
# * hit, by the source's call; i = inactive; ? = inconclusive; . = no result given; & = joins results of further samples; [ ] = dose if it differs, or a comment. Unless noted, calls follow the shape of the dose curve; as a rule, active = well fitted curve in the direction sought with a large enough effect; inconclusive = small, poorly fitted or top-dose-only effect, or another doubt; inactive = no such curve, though single readings can be large; an effect the other way counts as inactive or inconclusive. Unless noted, % is scaled to controls: 0 for no effect and ±100 for the full control effect.
SMILES,Giardia kill,KCNH2 WT inh,Eya2 inh,GALK inhibitor,FBPA coupling cs,uPA surface inh,USP2a inh,BCR signal inh,PKM2 activator,B2AR arrestin,KCNH2 3.1 block
OCCC1CN(Cc2cccs2)CCN1Cc1ccccc1 (configuration not stated),-1,-8,12%,0%,-3,-1%,0%,-10%,-2%,0.6%,7
CCC(=O)N(Cc1ccco1)c1nc(-c2ccccc2)cs1,-27,-3,-28%,0%,-5,4%,7%,8%,-2%,0.1%,-25
Cc1c(Cl)cccc1NC(=O)CSc1nncn1-c1cccnc1,-1,-1,6%,17%,0,2%,1%,-2%,4%,-1.1%,32
Cc1c(C)c2ccc(OCC(=O)NCCCn3ccnc3)cc2oc1=O,18,-4,5%,2%,1,1%,1%,-6%,0%,0.2%,27
O=C(N/N=C/c1cc(Cl)cc([N+](=O)[O-])c1O)c1ccc2c(c1)OCO2,-15,-11,-3%,-6%,5,?,10%,-20%,0%,-0.9%,-5
COc1ccc(OCCC(=O)OCC(=O)NC2CCCCCCC2)cc1,-9,1,2%,0%,1,2%,4%,-1%,.,-0.1%,42
CCCCCCCCc1nnc(N)s1,8,-5,-11%,4%,4,-4%,2%,5%,1%,-0.6%,2
N#Cc1c2n(c(=S)n(-c3ccc(F)cc3)c1=O)CCCCC2,8,i,?,3%,6,-4%,5%,?,-3%,-0.1%,2
CCCCNC(=O)CNC(=S)N(Cc1ccccc1)Cc1cccs1,-13,0,2%,4%,2,5%,-1%,19%,-2%,-0.8%,-17
COc1ccccc1CNC(=O)COC(=O)c1cccc(-n2cnnn2)c1,-7,3,-21%,.,.,3%,0%,?,.,0.3%,13
Cc1cc(C(=O)CCC(=O)N2CCN(c3ccccc3)CC2)c(C)s1,-6,-18,-25%,.,.,1%,-2%,-11%,.,0.2%,-9
CC(Sc1cccc2cccc(C(=O)O)c12)C(=O)O (configuration not stated),-5,8,0%,4%,-10,8%,-1%,2%,-5%,-0.2%,-19
CC(C)(O)c1[nH]c2cc(C(F)(F)F)ccc2c1C(C)(C)O,-2,-14,-8%,.,2,-11%,2%,?,-1%,-1.0%,12
CCN(CC)S(=O)(=O)c1ccc2c(c1)c(=O)c(C(=O)N1CCN(c3ccccn3)CC1)cn2C,2,-7,-14%,0%,0,-2%,-1%,?,.,-0.5%,-8
Cc1ccc(S(=O)(=O)N2CCCCC2C(=O)N2CCN(C)CC2)cc1 (configuration not stated),-11,-4,5%,1%,5,4%,3%,1%,0%,0.0%,-36
CCC(C)(C)n1nnnc1CN1CCN(c2ccc(OC)cc2)CC1,7,2,-3%,2%,3,7%,1%,-8%,0%,0.1%,-4
CC(=O)N1CCN(c2ccccc2NC(=O)c2cccs2)CC1,28,-20,0%,-3%,.,-5%,2%,0%,-11%,0.5%,-7
CN(C(=O)c1cccs1)c1ccc(OCC(=O)Nc2ccc(C(=O)O)cc2)cc1,4,2,6%,0%,6,3%,3%,2%,3%,-0.6%,10
Cc1cccnc1NC(=S)NC(=O)/C=C/c1ccco1,0,-3,-1%,0%,0,-3%,2%,?,18%,0.0%,-1
CC(C)c1nc(NCCN2CCOCC2)c(C#N)c2c1COC(C)(C)C2,-10,-12,1%,10%,5,2%,1%,?,-2%,-0.5%,6
O=C(NC1CCCC1)C(c1ccsc1)N(C(=O)Cc1cccs1)c1ccccc1 (configuration not stated),-14,5,12%,1%,6,13%,1%,3%,-2%,-0.2%,4
CCCCNC(=O)C(NS(=O)(=O)c1cccc2nsnc12)c1ccccc1 (configuration not stated),8,-3,-8%,0%,0,1%,0%,-15%,-1%,-0.2%,-6
Cc1ccc(S(=O)(=O)Nc2ccc(-n3cnnn3)cc2)c(C)c1,43[activator],-4,12%,.,.,1%,-1%,-1%,.,0.0%,0
Fc1cccc(CNc2ncnc3ccc(-c4ccc5c(c4)OCO5)cc23)c1,8,.,3%&-13%,.,.,-9%,-5%&1%,?,.,5.7%&3.5%,.
COc1ccc(-c2cc(-c3ccccc3)c(C#N)c(S(C)(=O)=O)n2)cc1,20,6,3%,1%,0,-7%,2%,?,-3%,0.2%,4
SMILES,Giardia kill,KCNH2 WT inh,Eya2 inh,GALK inhibitor,FBPA coupling cs,uPA surface inh,USP2a inh,BCR signal inh,PKM2 activator,B2AR arrestin,KCNH2 3.1 block
CCn1c(Sc2ccc(N)cc2Cl)nc2ccccc21,-1,-13,6%,0%,3,4%,1%,-2%,5%,-0.1%,16
CCOC(=O)c1csc(CCNC(=O)c2oc3c(Cl)cc(C)cc3c2C)n1,17,-7,3%,2%,2,0%,-2%,-2%,0%,-0.2%,.
Cc1cc(C(=O)N/N=C/c2ccc(O)c([N+](=O)[O-])c2)c(C)n1-c1ccc(F)cc1,1,-4,-7%,0%,-1,2%,1%,?,1%,-0.7%,0
COc1cc(C)c(CNC2CCCCC2)cc1C,10,-5,11%,1%,3,-2%,2%,-2%,-1%,0.2%,6
CCOC(=O)c1ccc(N2CCCCC2)c(NS(=O)(=O)c2cccc(C(F)(F)F)c2)c1,3,2,-11%,-2%,-4,-20%,3%,13%,7%,-0.4%,-1
CCN(c1cccc(C)c1)S(=O)(=O)c1ccc2c(c1)CCN2C(C)=O,9,-8,0%,1%,3,-14%,-2%,-1%,3%,0.1%,-11
O=C(O)CSc1nc2ccccc2n1C1CCCCC1,-5,-2,0%,-3%,12,-2%,2%,?,0%,0.0%,-21
O=C(c1cnc2ccccn2c1=O)N1CCc2ccccc21,5,3,6%,-3%,5,4%,1%,-3%,-2%,-0.3%,3
O=C(Nc1nc2cc3c(cc2s1)OCCO3)c1cccs1,-24,-5,1%,-1%,-3,-17%,0%,?,-29%,-1.7%,-6
CN(CC1CCCO1)S(=O)(=O)c1ccc(C(=O)Nc2ccc(S(N)(=O)=O)cc2)cc1 (configuration not stated),-15,6,-11%,-3%,.,5%,-2%,-3%,3%,0.1%,21
COc1ccc(OCc2cc(C(=O)N(C)CCC3CCOCC3)no2)c(Cl)c1,-20,-20,5%,0%,.,-28%,0%,-2%,.,-0.2%,-7
CCC1(c2ccccc2)NC(=O)N(CC(=O)Nc2cc(C(F)(F)F)ccc2N2CCCC2)C1=O (configuration not stated),-9,?,-32%,.,.,1%,-1%,6%,.,0.4%,-11
O=C(CN1CCN(Cc2ccccc2)CC1)NNC(=O)c1ccccc1,-11,-4,11%,.,.,-18%,-1%,7%,.,0.3%,-2
C[C@H](NC(=O)C1(c2ccccc2)CCN(C(=O)OC(C)(C)C)CC1)C(=O)N[C@@H](C(=O)O)c1ccccc1,-8,-4,8%,.,5,0%,1%,-4%,-2%,0.0%,-1
O=c1cc(CSc2nnnn2-c2ccccc2)[nH]c2[nH]n(-c3ccccc3)c(=O)c12,-12,10,-22%,-5%,7,-4%,3%,?,0%,-1.8%,-15
CCCCCSc1nc2c(cnn2-c2ccccc2)c(=O)[nH]1,-13,-5,12%,0%,4,-6%,-1%,-3%,-3%,0.1%,19
COc1ccc(C2=NN(c3ccc(C=O)cc3)C(c3ccccc3)C2)cc1 (configuration not stated),-9,1,-3%,-2%,-7,-4%,?,?,-1%,-0.4%,-15
Cc1csc(NC(=O)COc2ccc3c(C)cc(=O)oc3c2)n1,12,-12,-4%,0%,1,4%,1%,?,1%,-0.4%,3
COCCOC(=O)C1=C(C)NC(=S)NC1/C=C/c1ccccc1 (configuration not stated),4,-6,-5%,0%,-6,7%,-2%,-19%,-11%,-0.2%,-16
COc1ccc(OC(=O)c2ccc(OC)c(S(=O)(=O)N3CCOCC3)c2)cc1,-5,10,3%,-5%,.,?,5%,0%,-1%,-1.0%,7
O=C(COC(=O)/C=C/c1cccs1)NC1CC1,8,-2,12%,-1%,3,3%,10%,1%,-1%,-0.3%,4
CSc1nc(NC(C)=O)nc(C)c1Br,-8,-19,3%,0%,0,8%,-1%,3%,-2%,-0.2%,2
CC(=O)NCCc1nc2ccccc2n1CCOc1ccccc1C,12,-5,-10%,.,3,-8%,0%,-9%,0%,-1.1%,1
O=C(Nc1nc2c(s1)CCCC2)c1ccc(Br)o1,-14,-5,0%,6%,-5,-12%,2%,?,-26%,-0.9%,5
O=c1[nH]c(CSc2ccccc2)nc2c1oc1ccccc12,19,-4,-29%,-6%,4,0%,5%,?,3%,-0.1%,-8
Cn1c(SCc2cccc(Br)c2)nnc1-c1ccccn1,28,6,9%,3%,-1,-1%,4%,10%,4%,-0.6%,-11

# Not a hit list, and some 2.4% of all compounds hit somewhere here.
